Source: PubChem BioAssay
GLP1R inv ag – qHTS of GLP-1 Receptor Inverse Agonists (Inhibition Mode) | Glucagon-like peptide 1 receptor (Homo sapiens), P43220 | HEK293 GLP-1R CRE-luciferase, luminescence, 24 h; GLP-1R form is constitutively active | Potency, µM (series often up to 38.3 µM), inactives show at the top dose activity change, negative = inhibition, actives largely listed as inhibitors | actives 1.6% (n = 410,000) | AID 624417, 2012; further: potency means the concentration at half of the fitted maximal effect; on the % scale 0 is the no-effect control and ±100 the full control effect; nearly all actives have a fitted effect of over 55% in size
Target sequence (P43220 whole entry, looked up): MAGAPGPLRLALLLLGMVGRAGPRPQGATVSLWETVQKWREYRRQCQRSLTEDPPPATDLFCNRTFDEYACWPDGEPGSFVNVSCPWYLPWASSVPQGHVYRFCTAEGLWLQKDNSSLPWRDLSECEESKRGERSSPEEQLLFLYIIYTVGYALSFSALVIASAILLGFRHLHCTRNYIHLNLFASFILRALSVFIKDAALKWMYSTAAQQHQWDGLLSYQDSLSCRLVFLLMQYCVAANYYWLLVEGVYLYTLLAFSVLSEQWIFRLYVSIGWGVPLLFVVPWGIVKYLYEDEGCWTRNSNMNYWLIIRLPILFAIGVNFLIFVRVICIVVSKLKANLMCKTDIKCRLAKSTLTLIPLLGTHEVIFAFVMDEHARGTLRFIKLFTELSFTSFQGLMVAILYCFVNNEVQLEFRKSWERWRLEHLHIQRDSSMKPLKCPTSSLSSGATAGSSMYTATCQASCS
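Luminescence readout: a drop in cAMP-driven luciferase signal flags inverse agonism at a constitutively active GLP-1R stably expressed in HEK293. Compound exposure lasted 24 hr at 37 deg C, 5% CO2.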
GLP-1R agonist – qHTS of GLP-1 Receptor Agonists. Glucagon-like peptide 1 receptor (Homo sapiens), P43220. HEK293 GLP-1R CRE-luciferase, luminescence, 4-6 h; cells express a hypersensitive GLP-1R form. Potency, µM (series often up to 45.6 µM), for inactives: at the highest dose activation, most hits filed as activators. actives 0.007% (n = 380,000). AID 624172, 2012; further: potency means the concentration at half of the fitted maximal effect; % of control where 0% means no effect
TDP43 rescue – qHTS of TDP-43 Inhibitors; TDP-43 expressing yeast growth rescue, BacTiter-Glo, 24 h; Potency, µM (doses to about 46.1 µM), without a hit: top-dose growth rescue (activation), usual class: activators; actives 1.8% (n = 410,000); further: potency means the concentration at half of the fitted maximal effect; % of control where 0% means no effect; nearly all actives have a fitted effect of over 50% in size
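Growth rescue of TDP-43-toxic yeast measured as ATP luminescence (BacTiter-Glo). Cells grown to mid-log in raffinose, induced in galactose at OD600=0.02, exposed to compound 24 hr at 30 deg C.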
HEK293 tox – qHTS of GLP-1 Receptor Inverse Agonists: Cytotox Screen; HEK293 cAMP-luciferase reporter cells, luminescence, 24 h; Potency, µM (top dose mostly 38.3 µM), for the others: at the top dose activity change, negative = inhibition, usual class: inhibitors; actives 0.13% (n = 410,000);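 further: loss of luciferase light is scored as toxicity; potency means the concentration at half of the fitted maximal effect; on the % scale 0 is the no-effect control and ±100 the full control effect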
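MLSMR compounds, 24 hr on cells at 37 deg C/5% CO2; luminescence after luciferase reagent (12 min RT). Inhibition counted as the undesired cytotoxic outcome.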
D3 antag – qHTS of D3 Dopamine Receptor Antagonist: qHTS; D(3) dopamine receptor (Homo sapiens), P35462; D3R cells, DiscoveRx beta-arrestin luminescence, antagonist mode; hits give low values; AID 652054, 2013; max response, negative = inhibition, %; actives 2.5% (n = 360,000); in the data active means max response below about -50%; inconclusive means no clear call, values can overlap the other calls; further: on the % scale 0 is the no-effect control and ±100 the full control effect; mostly tested at two doses, the higher about 12 µM
Target sequence (P35462 whole entry, looked up): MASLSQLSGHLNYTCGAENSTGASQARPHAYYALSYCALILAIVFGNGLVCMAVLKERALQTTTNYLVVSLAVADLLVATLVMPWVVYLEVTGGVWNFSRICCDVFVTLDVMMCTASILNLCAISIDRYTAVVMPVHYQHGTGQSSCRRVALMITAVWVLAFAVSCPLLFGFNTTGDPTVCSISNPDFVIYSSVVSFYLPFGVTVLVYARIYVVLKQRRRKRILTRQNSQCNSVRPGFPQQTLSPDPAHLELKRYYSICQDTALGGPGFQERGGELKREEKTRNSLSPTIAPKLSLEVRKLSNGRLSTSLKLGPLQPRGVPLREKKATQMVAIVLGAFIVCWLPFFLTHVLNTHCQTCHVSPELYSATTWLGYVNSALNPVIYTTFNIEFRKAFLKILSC
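Cells plated overnight at 1500 cells/well, then exposed to library compounds with dopamine controls for 90 minutes at 37 degrees C. DiscoveRx reagent added for 30–60 minutes at room temperature; luminescence read, quantitative HTS format.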
aSyn rescue – qHTS of alpha-syn Inhibitors. Yeast expressing alpha-synuclein, growth rescue, BacTiter-Glo, 24 h. Potency, µM (titrated, usually from 46.1 µM), without a hit: at the top dose growth rescue (activation), most hits filed as activators. actives 0.14% (n = 370,000); further: potency means the concentration at half of the fitted maximal effect; % of control where 0% means no effect; nearly all actives have a fitted effect of over 65% in size
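Readout is rescue of growth in alpha-synuclein-expressing yeast, so inhibitors of toxicity appear as activators. Growth after 24 hr at 30 deg C in galactose medium is quantified by luminescence.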
DRD3 agonist – qHTS of D3 Dopamine Receptor Agonist: qHTS | D(3) dopamine receptor (Homo sapiens), P35462 | D3R DiscoveRx beta-arrestin cells, luminescence, 90 min | max activation, % | actives 0.58% (n = 410,000) | AID 652048, 2013; in the data active means max activation above about 30%; further: 0% is about no effect; mostly tested at two doses, the higher about 12 µM
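Cells at 1500/well, incubated overnight, then treated with pinned compounds (dopamine as control) for 90 min at 37 degrees C. DiscoveRx reagent added for 30 - 60 minutes at room temperature; luminescence read.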
PTHR1 ag – qHTS for PTHR1 Agonists: Primary Screen; HEK293 GP2 PTHR1 cells, GloSensor cAMP luminescence, 1 h; Potency, µM (highest dose often 115 µM), for the others: top-dose activation, hits mostly activators; actives 0.075% (n = 410,000); AID 743266, 2014; further: potency means the concentration at half of the fitted maximal effect; nearly all actives have a fitted effect of over 55% in size; some results filed as inactive show a strong effect at the top dose; inactives centre near -15; many of its hits are not listed in these tables
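HEK-293-derived GP2 cells expressing PTHR1 and a GloSensor cAMP reporter, 3,000/well, plated overnight, given luciferin plus IBMX (each 0.5 mM as added) for 1 h at 37 °C, then compound for 1 h at 37 °C. Luminescence was read after 15 min at room temperature.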
KB-V1 MDR tox – qHTS assay for MDR1-selective chemotherapeutics: Primary screen using the drug-selected MDR subline cells KB-V1; Potency, µM (titrated, usually from 46.1 µM), for inactives: top-dose activity change, negative = cytotoxicity, most hits filed as cytotoxic; KB-V1 MDR cells viability, CellTiter-Glo, 72 h; AID 1347076, 2019; actives 3.4% (n = 400,000); further: potency means the concentration at half of the fitted maximal effect; on the % scale 0 is the no-effect control and ±100 the full control effect; nearly all actives have a fitted effect of over 60% in size
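KB-V1, DMEM (no phenol red) + 10% FBS; cpd pin-transferred, titration series; 72 h, 37 degrees C; CellTiter-Glo, luminescence. Data normalized, curve-fit.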
Active calls of the source: *; i = inactive; u = inconclusive; x = no result given; & = joins results of further samples; [ ] = remark or other dose. Unless noted, the call rests on the fitted dose curve; in most records, active means well fitted curve in the direction sought with a large enough effect; inconclusive means small, poorly fitted or top-dose-only effect, or another doubt; inactive means no such curve, though single readings can be large; an effect the other way counts as inactive or inconclusive. An excerpt; rates above refer to the full screens.

Screens in order – GLP1R inv ag, GLP-1R agonist, TDP43 rescue, HEK293 tox, D3 antag, aSyn rescue, DRD3 agonist, PTHR1 ag, KB-V1 MDR tox
- O=C(CCN1C(=O)c2ccccc2C1=O)Nc1ccc(S(=O)(=O)N2CCOCC2)cc1
    0%, -1%, -8%, 5%, -10, 0%, 2, -4%[57.5 µM], -4%
- COc1ccc(Cl)cc1Cn1c(C)c(C(=O)NCc2ccc(C#N)cc2)sc1=O
    u, 21%, 23%, -6%, -50*, 0%, -1, -65%, u
- Cc1ccc(CN2C(=O)c3ccccc3S(=O)(=O)c3ccc(C(=O)OCC4CCCO4)cc32)cc1 (stereo not drawn)
    4%, x, 16%, 10%, x, x, -3, i, 8%
- COc1c(Cl)ccc(Cl)c1C(=O)NC(=O)Nc1nc(C)cc(C)n1
    40%[activator], 13%, -8%, -2%, 6, 8%, 3, i, u
- COC(=O)c1nc(Cl)c(Cl)c(N)c1Cl
    104%[activator], 21%, 15%[9.22 µM], 2%, 12, 12%, 11, i, -3%
- Cc1ccccc1NC(=O)NC1(C(=O)NCC2CCCO2)CCCCC1 (stereo not drawn)
    1%, 3%, -25%, -2%, -10, -4%, -6, i, -1%
- CCOC(=O)Cn1nc(C)c(NC(=O)CCc2ccccc2)c1C
    12%, -4%, -10%, 3%, -12, -1%, -1, 22%, 4%
- COc1ccc(-c2nc3sc(CCNC(=O)C(=O)Nc4cc(C)cc(C)c4)c(C)n3n2)cc1
    14%, x, -5%, -13%, x, x, -23, -16%, x
- c1ccc(-c2cc(-c3nnc4sc(-c5ccccn5)nn34)[nH]n2)cc1
    -13%, 0%, 0%, 15%, 14, 0%, 8, -49%, u
- COc1ccc(C)cc1S(=O)(=O)Nc1ccccc1
    -11%, 1%, -10%, -3%, u, 5%, -8, i, -10%
- CCOc1cc(CNCCc2ccc(S(N)(=O)=O)cc2)ccc1OCc1ccc(Cl)cc1
    u, -41%[inhibitor], 8%, u, 19, -6%, -8, -17%, u
- COc1ccc(-c2nc(-c3cccs3)c(-c3cccs3)[nH]2)cc1O
    u, u, 6%, u, -23, 14%, -9, -21%, u
- CC(C)CCN1CCN(Cc2nc(-c3ccc(F)cc3)cs2)CC1CCO (stereo not drawn)
    -16%, 7%, -1%, 0%, -10, 0%, 2, 8%, u
- CNc1cccc(-c2cccc(C(=O)N3CCOCC3)c2)n1
    -12%, -7%, 11%, -7%, 15, -5%, -3, -24%, 15%
- CC(CN1C(C)CCCC1C)OC(=O)c1cccc(F)c1 (stereo not drawn)
    0%, 3%, 5%, 1%, 1, -4%, -2, i, 6%
- CN(C)S(=O)(=O)c1ccc(NC(=O)CN2C(=O)NC(Cc3ccccc3)C2=O)cc1 (stereo not drawn)
    7%, 4%, 4%, -17%, -3, 0%[1.84 µM], 2, i, 11%
- Cc1ccc(C(=O)N2CCN(c3ccccc3)CC2)cc1S(=O)(=O)N1CCCC1
    0%, 6%, 9%, 17%, 0, -2%, -1, -15%[57.5 µM], -21%
- COc1ccc(Cl)cc1C(=O)NN=C1CCCC1
    1%, 2%, 16%, 14%, 5, -3%, -1, -8%, 15%
- O=C(O)c1ccc(Cn2cc(C(F)(F)F)ccc2=O)cc1
    3%, -6%, -1%, 2%, 2, 1%, 2, i, -12%
- Cn1c(SCc2c(F)cccc2Cl)nnc1-c1cccs1
    0%, 14%, 0%, 3%, -18, 0%, -5, -18%[57.5 µM], -12%
- CC(=O)Oc1ccc(C(=O)Nc2cc(C)on2)cc1
    6%, -6%, 0%, -11%, -16, -2%, -3, 2%, -8%
- CCOC(=O)c1cccc(Nc2c3c(nc4ccccc24)CCC3)c1
    u, x, -19%, 10µM*, x, x, -16, -18%, u
- COc1ccc(CNCCc2ccc([N+](=O)[O-])cc2)c(OC)c1OC
    u, -6%, 4%, 4%, -27, -1%, -14, i, -3%
- CCCCCC(=O)Nc1nc(C)c(-c2csc(Nc3ccccc3OC)n2)s1
    19%, -3%, 10%, 4%, 0, 9%, 3, 21%, -10%
- Cc1ccccc1-n1c(SCC(=O)N/N=C/c2ccccc2OCC(=O)O)nc2ccccc2c1=O
    19%, 6%, -4%, -1%, 8, -1%, 4, -9%, 9%
- CN(C(=O)CSc1nnc(Cc2cccc3ccccc23)n1N)C1CCS(=O)(=O)C1 (stereo not drawn)
    0%, -11%, 12%, -21%, -9, -6%, 2, i, 0%
- Cc1ccc(C)c(N2CCN(C(=O)c3cc(S(=O)(=O)N4CCOCC4)ccc3F)CC2)c1
    -36%, -2%, -8%, -17%, 3, 2%, -3, -20%, -21%
- COC(=O)c1sc(NC(=S)NC(=O)c2ccccc2F)nc1C
    11%, 10%, -8%, -5%, -16, -1%, 1, -12%, 0%
- Fc1ccc(-c2csc3ncnc(N4CCc5ccccc5C4)c23)cc1
    u, -3%, u, -8%, 43, -4%, 46*, -21%, u
- Cc1cccc(-c2noc(CNC(=O)c3ccco3)n2)c1
    -28%&-6%, 20%, u, -5%&-9%, 1, -1%, 14&-8, i, -17%

Record cards, as listed above. Order of values: GLP1R inv ag | GLP-1R agonist | TDP43 rescue | HEK293 tox | D3 antag | aSyn rescue | DRD3 agonist | PTHR1 ag | KB-V1 MDR tox
Fc1ccc(-c2csc3ncnc(N4CCc5ccccc5C4)c23)cc1 as listed: u | -3% | u | -8% | 43 | -4% | 46* | -21% | u
Cc1ccc(CN2C(=O)c3ccccc3S(=O)(=O)c3ccc(C(=O)OCC4CCCO4)cc32)cc1 (stereo not drawn) as listed: 4% | x | 16% | 10% | x | x | -3 | i | 8%

(next part)
Screens in order – GLP1R inv ag, GLP-1R agonist, TDP43 rescue, HEK293 tox, D3 antag, aSyn rescue, DRD3 agonist, PTHR1 ag, KB-V1 MDR tox
- CC(=O)NC(CCS(C)(=O)=O)C(=O)Nc1ccc(F)cc1Cl (stereo not drawn)
    0%, -7%, -3%, 14%, -2, 1%, 0, i, 2%
- COc1ccc(CNS(=O)(=O)c2ccc3c(c2)NC(=O)C(C)S3)cc1 (stereo not drawn)
    u, -2%, -16%, -1%, -7, -15%, 1, -64%[inhibitor], -1%
- COc1ccc(S(=O)(=O)N2CCc3ccccc32)cc1C(=O)Nc1ccc(NC(C)=O)cc1
    9%, 8%, 2%, u, -14, -1%, -5, i, -15%
- COC(=O)c1ccccc1NC(=O)CCCn1c(C)c2cnn(-c3ccccc3)c(=O)c2c1C
    5%, x, -2%, 5%, x, x, -9, i, 15%
- CCCCN(CC)C(=S)Nc1ccc2nc(N3CCN(C)CC3)cc(C)c2c1
    u, -3%, -1%, u, -29, -4%, -13, i, 0%
- COc1cccc(N(CC(=O)N2CCCC2)S(C)(=O)=O)c1
    8%, -2%, 3%, -1%, 6, 0%, 0, -4%, -5%
- Nc1ccc(Oc2ccc3c(c2)OCO3)cc1
    3%, 5%, -6%, 13%, -22, 15%, -7, i, 3%
- Cc1ccc(OCCC(=O)Nc2ccc(C)c(S(=O)(=O)N3CCOCC3)c2)cc1
    u, 3%, 5%, -39%, -2, 6%, -9, -34%, -10%
- Cc1ccc2nc3n(c(=O)c2c1)-c1cc2ccccc2cc1C(=O)NC3Cc1ccccc1 (stereo not drawn)
    u, -6%, 1%, 19%, 21, 6%, 5, -24%, u
- O=C1CC(c2ccccc2)CC(O)=C1C=Nc1ccccc1Cl (stereo not drawn)
    -4%, -10%, -34%[inhibitor], -8%, -81*, 17%, -16, i, -1%
- N#C/C(=C\c1c(N2CCN(Cc3ccccc3)CC2)nc2ccccn2c1=O)S(=O)(=O)c1ccccc1
    12%, 0%, 7%, 18%, -17, 9%, -6, i, -20%
- COc1ccc(SC[C@H](Cc2ccccc2)N2CCN(C)CCC2=O)cc1
    -14%, -4%, 2%, u, -25, 0%, -11, -21%, 3%
- C=CC[C@H](CC(=O)N(CCO)Cc1ccccc1)C(=O)NCCOC(=O)[C@@H](CC=C)CC(=O)OC(C)(C)C
    18%, 1%, 2%, 7%, 24, -2%, 2, -95%[inhibitor], -11%
- N#Cc1cnn2c(C(F)(F)F)cc(-c3ccccc3)nc12
    7%, -3%, 9%, 5%, -6, -7%, -4, i, -3%
- CSCCC(=O)N1CCCC(N(C)CCc2ccccc2)C1 (stereo not drawn)
    -4%, -6%, -5%, 6%, -7, -2%, -14, i, 0%
- CN1OC[C@@H]2CN[C@H](c3cccc(-c4cc(Cl)cc(Cl)c4)c3)C[C@@H]21
    u, -1%, 9%, 7%, u, -7%, -38, i, 6%
- CCOC(=O)c1nc(C(=O)NCc2ccc(C)cc2)nc2ccccc12
    18%, -3%, 15%, -7%, 25, -27%, 7, i, 15%
- CCn1cc(C(=O)NCC(=O)NCCCN2CCOCC2)c(=O)c2cc3c(cc21)OCO3
    -37%, -1%, 12%, -17%, 11, 5%, 6, i, 0%
- Cc1ccc(N2C(=O)CS(=O)(=O)C23C(=O)N(Cc2ccc(Cl)cc2)c2ccccc23)cc1C (stereo not drawn)
    -21%, 3%, 12%, -3%, x, 4%, -4, i, u
- COc1ccc(-c2nc(SC)n(C(=O)c3ccco3)n2)cc1
    17%, -3%, 9%, -6%, -2, 9%, 0, -12%[57.5 µM], 11%
- COCCNC(=O)CSc1nc2c(n1-c1ccccc1)CCCC2
    -10%, 5%, -2%, 8%, 2, -3%, -1, -6%, -1%
